Compound activity as filed in PubChem BioAssay.
hgDAF-12 ag = H. glycines DAF-12 receptor agonists, primary screen, cell-based, luminescence, HEK293, GAL4 fusion, UAS-luciferase; HEK293 GAL4-hgDAF12 UAS-luciferase reporter, agonist luminescence; normalized to butyrate control; activation, % at 6.8 µM; 1.8% of 370,000 active; AID 687014, 2013; Nuclear hormone receptor DAF-12 (Heterodera glycines), GAL4 fusion;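 active = activation above a cutoff set at the mean of all screened compounds plus 3 SD, cut at about 10% in these data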;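 also: 0% = DMSO wells and 100% = sodium butyrate wells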
sPLA2-III inh = human group III sPLA2 inhibitors, primary screen, biochemical, QFRET, BODIPY PC-A2 liposome substrate; Group 3 secretory phospholipase A2 (Homo sapiens), Q9NZ20; QFRET BODIPY PC-A2 liposome hydrolysis, fluorescence; inhibition, % at 12.2 µM; 0.56% of 370,000 active;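 active = inhibition above mean plus 3 SD of compounds lying within the high and low control bounds, cut at about 19% in these data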;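 also: 0% = median of test compound wells and 100% = no enzyme DMSO wells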
DAX1 inh-1 = DAX1 (NR0B1) inhibitors on StAR promoter, primary screen, cell-based, luminescence, SF-1 (NR5A1), full-length DAX-1; inhibition, % at 6.8 µM; AID 652010, 2013; 1.1% of 370,000 active; HEK293T StAR-luciferase reporter, SF-1/DAX-1 repression relief;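 active = inhibition above the mean over all tested compounds plus 3 SD, cut at about 3.6% in these data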;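 also: 0% = DAX-1 cells with DMSO and 100% = cells lacking DAX-1 with DMSO; higher inhibition means more luminescence from relief of DAX-1 repression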
NPR1 activator = GC-A stimulated cGMP production enhancers – HEK293 GC-A cells, cGMP TR-FRET, EC30 ANP, primary screen. Atrial natriuretic peptide receptor 1 (Homo sapiens), P16066. 0% at EC30 ANP, 100% saturating ANP. activation, % at 10 µM. 0.14% of 370,000 active. AID 1671463, 2021; in the data active = activation above about 40%
NPR2 activator = human GC-B receptor activators, primary screen, HEK293 GC-B cells, cGMP TR-FRET, EC30 CNP; 0.11% of 370,000 active; 0% at EC30 CNP, 100% saturating CNP; Atrial natriuretic peptide receptor 2 (Homo sapiens), P20594; activation, % at 10 µM;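 active = activation at 10 µM reaching about 35% in either raw or pattern-adjusted values, limit read from the data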
DAX1 inh-2 = DAX1 (NR0B1) inhibitors, primary screen, cell-based, HEK293, Gal4-DAX1, luciferase luminescence | Nuclear receptor subfamily 0 group B member 1 (Homo sapiens), P51843 | HEK293 Gal4-DAX1 luciferase reporter | inhibition, % at 6.75 µM | 0.99% of 340,000 active | AID 504766, 2011;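 active = inhibition above the mean over all tested compounds plus 3 SD, cut at about 4.2% in these data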;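 also: 0% = DAX1-transfected cells with DMSO and 100% = empty-vector control cells with DMSO; inhibition shows as a rise in luminescence from relieved DAX1 repression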
Target sequence (P51843 207-470 limits assumed): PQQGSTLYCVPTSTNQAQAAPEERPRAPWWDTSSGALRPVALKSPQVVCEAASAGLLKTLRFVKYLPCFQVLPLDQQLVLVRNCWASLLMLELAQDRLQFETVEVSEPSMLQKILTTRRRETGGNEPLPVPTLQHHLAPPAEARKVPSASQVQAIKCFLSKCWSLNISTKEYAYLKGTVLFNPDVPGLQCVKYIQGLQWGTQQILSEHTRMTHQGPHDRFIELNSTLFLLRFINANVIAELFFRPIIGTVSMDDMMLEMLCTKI
SMARCA2 activ = SMARCA2 (BRM) function activators, primary screen, cell-based, luminescence, high throughput; activation, % at 9.1 µM; MG213 cells, MMTV-luciferase reporter, dexamethasone, overnight; 1% of 370,000 active; AID 652017, 2013; in the data active = activation above about 7.8%;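 also: 0% = vehicle wells and 100% = reference activator wells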
ssDAF12 agonist = S. stercoralis DAF-12 nuclear receptor activators, primary screen, cell-based, luminescence, HEK293, GRIP1 co-expression, lit1-tk-luc. Nuclear hormone receptor DAF-12 (Strongyloides stercoralis). 1% of 370,000 active. activation, % at 6.8 µM. HEK293 ssDAF-12/GRIP1 lit1-tk-luc reporter; % of 3 µM dafachronic acid response;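 active = activation above the mean over all tested compounds plus 3 SD, cut at about 0.9% in these data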;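 also: 0% = DMSO-only wells and 100% = 3 µM delta7-dafachronic acid wells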
ADAM10 inh = human ADAM10 inhibitors, primary screen, biochemical, QFRET, HTS | recombinant ADAM10, EDANS/DABCYL FRET peptide cleavage, 3 h | 0.62% of 370,000 active | Disintegrin and metalloproteinase domain-containing protein 10 (Homo sapiens), O14672 | inhibition, % at 7 µM;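 active = inhibition above a per-campaign cutoff equal to the mean of compounds falling between control-based bounds plus 3 SD, cut at about 20% in these data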;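 also: 0% = DMSO wells while the 100% control is not disclosed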
Target sequence (O14672 214-748 limits assumed): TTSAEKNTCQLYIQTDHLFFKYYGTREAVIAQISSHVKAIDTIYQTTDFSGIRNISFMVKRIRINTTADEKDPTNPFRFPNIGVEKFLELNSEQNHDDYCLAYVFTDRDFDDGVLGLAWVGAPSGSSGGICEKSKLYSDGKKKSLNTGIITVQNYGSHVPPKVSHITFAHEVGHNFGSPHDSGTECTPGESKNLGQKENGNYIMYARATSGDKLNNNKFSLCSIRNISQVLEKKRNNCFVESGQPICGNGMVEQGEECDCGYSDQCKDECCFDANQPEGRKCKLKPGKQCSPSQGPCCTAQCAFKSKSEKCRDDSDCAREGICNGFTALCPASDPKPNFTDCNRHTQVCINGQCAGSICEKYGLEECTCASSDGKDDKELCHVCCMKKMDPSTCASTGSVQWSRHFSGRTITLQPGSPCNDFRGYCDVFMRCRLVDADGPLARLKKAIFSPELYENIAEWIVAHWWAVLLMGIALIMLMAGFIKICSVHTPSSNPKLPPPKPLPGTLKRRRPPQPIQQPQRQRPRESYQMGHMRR
hcDAF12 agonist = H. contortus DAF-12 nuclear receptor activators, primary screen, cell-based, luminescence, HEK293, lit1-tk-luc reporter; HEK293 hcDAF-12 lit1-tk-luc reporter; 0% DMSO, 100% Δ7-dafachronic acid; activation, % at 6.8 µM; 1.4% of 370,000 active; AID 652067, 2013;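 active = activation above the mean of all tested compounds plus 3 SD, cut at about 5.5% in these data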;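 also: 100% = response to 3 µM Δ7-dafachronic acid high control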
GAA850 FXN act = FXN promoter activators, primary screen, cell-based, luciferase luminescence, HEK293 lucGAA850. 0.56% of 360,000 active. activation, % at 6 µM. AID 540364, 2011. HEK293 lucGAA850 FXN promoter luciferase reporter, 24 h; percent of 10 µM SAHA response;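 active = activation above the average of all compounds screened plus 3 SD, cutoff fixed separately per campaign, cut at about 7.5% in these data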;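 also: 0% = DMSO wells and 100% = 10 µM SAHA wells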
* marks the source's active call; other numbers are inactive results; / = no result given.

SMILES	hgDAF-12 ag	sPLA2-III inh	DAX1 inh-1	NPR1 activator	NPR2 activator	DAX1 inh-2	SMARCA2 activ	ssDAF12 agonist	ADAM10 inh	hcDAF12 agonist	GAA850 FXN act
Cc1[nH]n(-c2ccc([N+](=O)[O-])cc2)c(=O)c1C=NCCN1CCN(C(=O)c2ccc(Br)cc2)CC1	0.9	-16.7	0.7	-8.7	-13.1	-0.9	-4.5	-0.2	5.0	-0.6	5.1
O=C(Nc1nc2ccccc2n1CCN1CCOCC1)c1ccc(Cn2cc([N+](=O)[O-])cn2)o1	-1.9	7.1	-3.3	0.4	7.1	0.0	1.8	-1.1	0.0	0.7	-2.4
COc1ccc([N+](=O)[O-])cc1NC(=O)C1CCCNC1=O (stereo unspecified)	0.1	-3.0	-0.7	-1.9	0.5	-1.3	-2.4	-1.0	2.7	-0.4	1.0
CCN(CC)c1ccc(NC(=O)c2cnccn2)cc1S(=O)(=O)Nc1ccc(OC)cc1	-2.3	-8.6	-0.5	-2.1	0.8	-2.0	0.6	-1.8	12.2	-4.2	0.1
COc1ccc(Nc2sc(C(=O)c3ccc(Cl)cc3)c(N)c2C(=O)Nc2ccccc2OC)cc1	-1.9	8.0	-0.2	-3.9	4.2	-0.4	-6.1	-1.1	-0.7	-0.6	0.8
Cn1c(CCNC(=O)C2CCCCC2)nc2cc([N+](=O)[O-])ccc21	-3.2	3.6	0.6	1.3	-4.8	-0.5	-2.4	-2.0	3.0	-1.6	-1.5
CC(NC(=O)COC(=O)CCc1nc(=O)c2ccccc2n1C)c1ccccc1 (stereo unspecified)	1.9	-1.4	0.0	-1.9	-0.6	0.7	0.3	-1.4	-0.8	-2.1	0.2
Nc1ncnc(N(c2ccccc2)C2CCCCC2)c1[N+](=O)[O-]	0.0	4.7	0.3	-4.8	4.8	0.0	-1.5	-1.2	5.0	-0.5	-3.5
COC(=O)C1=C(C)N(C)C(=NCc2ccccc2)NC1c1ccccc1 (stereo unspecified)	1.1	3.5	-0.1	-11.0	-8.0	/	1.0	-0.6	-4.0	1.1	/
COc1cc(C=O)ccc1Oc1nnnn1-c1ccccc1	-1.6	15.1	-0.1	-0.1	-2.7	-0.7	-6.9	-1.3	-7.9	0.0	-1.2

3 of the entries above in order of the NPR1 activator value, smallest number first:
SMILES | NPR1 activator
Nc1ncnc(N(c2ccccc2)C2CCCCC2)c1[N+](=O)[O-] | -4.8
COc1ccc(Nc2sc(C(=O)c3ccc(Cl)cc3)c(N)c2C(=O)Nc2ccccc2OC)cc1 | -3.9
O=C(Nc1nc2ccccc2n1CCN1CCOCC1)c1ccc(Cn2cc([N+](=O)[O-])cn2)o1 | 0.4

Remaining list, next part:
SMILES	hgDAF-12 ag	sPLA2-III inh	DAX1 inh-1	NPR1 activator	NPR2 activator	DAX1 inh-2	SMARCA2 activ	ssDAF12 agonist	ADAM10 inh	hcDAF12 agonist	GAA850 FXN act
Cn1c2ccccc2c(=O)c2c(=O)n(-c3ccc(F)cc3)c(-c3cccs3)nc21	-3.4	13.6	0.1	-9.0	-16.0	2.8	-2.2	-0.9	-35.2	-2.2	-1.4
CC(=O)Nc1ccc(/C=C(\C#N)C(=O)NC2CCCCC2)cc1	-1.1	1.9	-1.3	6.2	-8.0	-0.6	-4.2	-0.7	-16.3	-0.6	1.3
O=C(C1CCN(c2ncnc3c2sc2cccc(F)c23)CC1)N1CCOCC1	-0.7	6.0	0.1	0.9	-0.5	-1.0	-0.8	-1.3	-46.6	0.9	1.1
CCC(C)(C(=O)NC1CCCC1)N(C(=O)CNC(C)=O)c1ccccc1 (stereo unspecified)	2.2	17.0	-0.9	-2.2	3.0	2.0	-1.9	-1.1	-3.1	-0.7	-1.6
CCCn1c(/C=C/c2cc[n+](C)cc2)nc2ccccc21	1.8	1.6	-0.2	24.9	2.4	-2.4	0.5	-1.1	-286.6	0.1	1.1
CC(=O)N1CC=CC1(CC(C)C)C(=O)NCCc1c[nH]c2ccccc12 (stereo unspecified)	3.1	-25.1	0.6	-1.9	-0.9	0.1	1.5	0.0	-5.4	3.8	1.6
O=C(CSc1nc(-c2ccc(F)cc2)cc(C(F)(F)F)n1)NCc1cccs1	1.2	4.2	-0.5	-2.2	3.0	2.6	-2.4	-0.7	-4.9	-0.9	2.1
Cc1ccc(SCCCCN2C(=O)NC(C)(C)C2=O)cc1	-2.0	-1.3	-0.3	3.6	1.2	0.1	-0.7	-1.8	-1.0	0.5	1.0
COc1ccc(C(=O)NC(=S)Nc2ccc(N3CCCC3)cc2)cc1	1.8	-1.1	-0.3	3.8	0.2	1.3	-2.1	-1.1	-8.0	-1.3	0.4
O=C(COC(=O)c1ccc2ccccc2c1O)NCC(F)(F)F	1.9	3.0	0.0	3.5	-5.0	-0.7	-0.8	0.0	-64.6	-0.2	-0.7
CCCOc1ccc(C2/C(=C(/O)c3ccccc3)C(=O)C(=O)N2CCCN(C)C)cc1OC (stereo unspecified)	-0.4	-6.2	-0.4	-2.0	4.9	0.7	6.0	-1.2	0.1	0.0	-0.7
CCn1cc(C(=O)O)c(=O)c2cc(S(=O)(=O)N(C)C)ccc21	1.5	-3.1	0.1	3.5	1.3	0.1	4.9	-1.4	-1.8	-0.3	0.9
CCS(=O)(=O)N1CCC(C(=O)NCCC2=CCCCC2)CC1	0.8	-0.2	0.1	0.2	-4.5	-0.5	2.0	-0.9	7.1	-1.5	1.0
COc1ccc2nc(C)c3cc(C)oc3c2c1	1.8	4.4	0.1	-5.2	-9.5	2.5	-2.1	-1.5	-22.7	-1.2	-1.0
COC(=O)CCC(=O)OC1(C)C(=O)C2=CN(Cc3ccccc3)C(c3ccc(OC)cc3)=CC2=C(Br)C1=O (stereo unspecified)	-1.1	6.1	0.7	0.3	1.7	0.8	1.1	-1.5	-46.1	1.3	-0.2
CN(C)C(=O)c1ccc(NC(=O)COC(=O)c2cc(S(=O)(=O)N(C)C)ccc2N2CCCC2)cc1	-3.3	3.3	1.4	-1.3	-1.7	-0.4	-2.4	-0.3	0.9	-1.1	1.8
Cc1ccc(COC(=O)c2cc(S(=O)(=O)N3CCCCC3)ccc2N2CCOCC2)cc1	-2.3	-10.7	-5.5	2.0	-2.7	-1.4	-4.1	-1.8	-0.2	-3.5	2.5
O=[N+]([O-])c1ccc(CSc2ccc(-c3ccccn3)nn2)cc1	0.9	12.8	-0.2	-1.9	-6.8	-0.1	-4.3	-1.3	3.6	-0.7	1.4
CCc1nnc(NC(=O)[C@@H](NC(=O)c2cccc(S(=O)(=O)N(CC)CC)c2)C(C)C)s1	0.1	-6.9	-1.3	-4.0	-1.3	-1.4	-4.7	-1.9	-3.2	-2.4	1.0
COc1ccc(-c2csc(Nc3cccc(C)n3)n2)cc1OC	6.7	-4.8	3.5	3.6	-6.8	3.0	-0.2	-0.8	-0.9	0.2	0.8
O=C(Nc1cccc(S(=O)(=O)N2CCOCC2)c1)C1CC1	-2.2	-6.5	0.2	0.2	6.3	0.3	-1.4	-1.5	-3.1	-0.8	0.8
COc1ccc(/C=N/NC(=O)c2ccc(COc3cccc4cccnc34)cc2)cc1O	-0.3	-15.6	-0.5	-1.3	-2.9	-0.5	2.8	-0.9	-6.8	-0.7	2.4
CC(C)Oc1ccc(C(=O)N/N=C/c2ccc(-c3ccc(S(=O)(=O)Nc4ncccn4)cc3)o2)cc1	0.0	-23.1	-0.4	1.2	11.3	1.2	-1.9	-1.0	-316.3	-0.7	1.3
COC(=O)C1C2C=CC3(CN(C(C)C)C(=O)C13)O2 (stereo unspecified)	0.3	5.7	0.2	2.7	0.8	2.7	-0.7	-0.7	-15.3	-1.2	-1.4
N#Cc1ccc(OCC(=O)NCC2(N3CCCCC3)CCCCC2)cc1	-1.4	3.2	1.1	-2.2	-0.9	0.7	6.2	-1.9	-4.7	-0.6	0.4
Cc1cc2cccc(C)c2nc1SCC(=O)NNC(=O)c1ccco1	4.6	-1.2	-0.7	1.5	0.7	0.1	-2.8	-1.4	4.3	-0.7	0.7
CCC[N+]1(CC#CC2(O)CCCCC2)CCOCC1	-0.2	4.4	-0.6	0.6	-1.3	-0.4	0.4	-0.6	1.4	-0.6	0.3
COc1ccc(-c2nc3ccccc3c(=O)o2)cc1OC	2.0	-11.5	1.1	3.9	-0.4	0.3	-0.9	-1.4	-11.9	1.3	0.3
Nc1c(C(=O)NCc2cccs2)nnn1CC(=O)Nc1cccc(Cl)c1	4.0	-0.5	0.1	-1.4	-2.5	0.0	1.1	-0.9	-8.3	-0.9	1.0
COc1ccc(C=O)cc1Cn1ccnc1	1.4	1.6	-0.4	2.1	-1.0	-1.0	-0.7	-0.8	-5.4	0.3	-0.6
Cc1ccc(C(CCN(Cc2ccccc2)C(=O)c2ccco2)c2ccco2)cc1 (stereo unspecified)	2.3	-11.3	-0.2	-2.2	-2.3	0.8	2.5	-1.5	3.4	-0.1	0.9
Cc1ccccc1-c1nc(NCC2CC2)nc2ccsc12	-3.4	10.0	-0.4	-2.9	-5.5	/	-1.2	-1.1	-466.0	-0.8	1.5
CSc1ccccc1NC(=S)Nc1ccccc1C(F)(F)F	2.8	-0.3	0.2	6.6	5.7	0.3	0.2	0.2	-1.3	-0.7	-1.7
CCOc1ncccc1C(=O)Nc1nnc(C2CC2)s1	-1.0	-0.2	-0.3	5.0	-2.1	1.3	-1.1	-0.6	-7.4	0.3	0.1
CN1CCN(CCC(=O)Nc2ccccc2Cl)CC1	-1.0	6.0	-0.3	-0.8	2.7	-0.6	-2.1	-1.0	-3.2	-1.6	-0.2
CC(=O)N(C(C)=O)S(=O)(=O)c1ccc(N=NN2CCCCC2)cc1	-1.0	15.3	0.2	-1.3	2.6	-1.1	0.1	-0.4	-5.9	-0.7	0.7
COc1ccc(/C=N/NC(=O)CC(=O)NCCc2ccccc2)cc1OC	-1.2	-3.2	-0.1	-3.2	-3.1	-1.7	-4.3	-1.0	-1.0	-1.9	3.4
COc1ccc(NC(=O)CN(C)CC(=O)Nc2cccc(S(=O)(=O)N(C)c3ccccc3)c2)cc1	-5.6	-35.7	-1.3	-3.3	2.0	-0.9	-6.5	-2.0	6.0	-2.3	0.5
